KinaseGlo FLuc: Kinase-Glo luciferase inhibition (counter-screen); AID 1379; Kinase-Glo luciferase, ATP luminescence, 8 min; hit rate 0.28% among 200,000; Q27757; Potency, µM (doses to about 38.3 µM), for the others: top-dose activity change, negative = inhibition, actives largely listed as inhibitors; also: % is scaled to controls: 0 for no effect and ±100 for the full control effect; nearly all actives have a fitted effect of over 60% in size
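Compound is pinned into ATP-containing buffer (10 uM ATP, imidazole pH 7.2, 7 mM MgCl2). Kinase-Glo luciferase reagent is then added. Light output is recorded following an 8-min room-temperature incubation.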
NPSR antag: neuropeptide S receptor (human) antagonism, cAMP | CHO-NPSR cells, cAMP TR-FRET, antagonist mode | Q6W5P4 | AID 1461 | hit rate 1% among 220,000 | Potency, µM (titrated, usually from 38.3 µM), for the others: at the top dose activity change, negative = inhibition, hits mostly inhibitors; also: % is scaled to controls: 0 for no effect and ±100 for the full control effect; nearly all actives have a fitted effect of over 50% in size; many of its hits are not listed in these tables
Target sequence (Q6W5P4 whole entry, looked up): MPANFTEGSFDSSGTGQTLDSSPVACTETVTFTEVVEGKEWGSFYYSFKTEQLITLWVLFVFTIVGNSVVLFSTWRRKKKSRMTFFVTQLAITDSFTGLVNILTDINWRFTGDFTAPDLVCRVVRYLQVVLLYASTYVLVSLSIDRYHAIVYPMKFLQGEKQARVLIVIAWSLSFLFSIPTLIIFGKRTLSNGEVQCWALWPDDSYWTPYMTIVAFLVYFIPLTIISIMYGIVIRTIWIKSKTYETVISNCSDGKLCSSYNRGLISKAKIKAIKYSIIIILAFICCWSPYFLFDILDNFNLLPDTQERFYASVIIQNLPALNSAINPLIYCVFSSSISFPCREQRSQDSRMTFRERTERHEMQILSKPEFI
SMN2 splice enh: enhancers of SMN2 splice variant expression. HEK293 SMN2-luciferase splicing reporter, luminescence, 30-36 h. Potency, µM (series often up to 46.1 µM), for inactives: at the top dose activity change, positive = activation, hits mostly activators. hit rate 2.8% among 210,000. AID 1458; also: % of control where 0% means no effect; nearly all actives have a fitted effect of over 55% in size
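qHTS luciferase splicing reporter: luminescence rises when SMN2 exon 7 is included in transfected HEK293 cells. Compound exposure lasted 30-36 h at 37C, with 4.5 mM final sodium butyrate as control, followed by a ONE-Glo read.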
KDM4E inh: inhibitors of human JMJD2E histone demethylase; B2RXH2; JMJD2E catalytic domain, FDH-coupled NADH fluorescence (FDH is formaldehyde dehydrogenase); Potency, µM (doses to about 57.1 µM), without a hit: at the highest dose activity change, negative = inhibition, actives largely listed as inhibitors; hit rate 1.6% among 230,000; AID 2147; active = well fitted inhibition curve with a large enough effect, not every such curve was filed as active; inconclusive = small, poorly fitted or top-dose-only effect, or another doubt; inactive = no such curve, though single readings can be large or run the other way;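 also: 0% = wells with enzyme and -100% = buffer wells without enzyme; nearly all actives have a fitted effect of over 50% in size; many of its hits are not listed in these tables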
Target sequence (B2RXH2 1-337 limits assumed): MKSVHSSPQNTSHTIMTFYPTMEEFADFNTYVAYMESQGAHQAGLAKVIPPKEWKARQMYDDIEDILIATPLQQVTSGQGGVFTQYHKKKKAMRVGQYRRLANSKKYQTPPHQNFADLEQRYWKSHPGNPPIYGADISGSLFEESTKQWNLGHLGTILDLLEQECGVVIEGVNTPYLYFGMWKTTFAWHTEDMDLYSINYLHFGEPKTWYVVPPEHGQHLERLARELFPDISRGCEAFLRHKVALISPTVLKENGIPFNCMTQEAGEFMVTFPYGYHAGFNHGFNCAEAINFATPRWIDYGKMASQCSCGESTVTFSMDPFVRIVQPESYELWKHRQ
Epigenetic reg: regulators of epigenetic silencing causing reporter derepression in mouse cells | hit rate 0.2% among 280,000 | Potency, µM (doses to about 53.9 µM), inactives show at the highest dose GFP activation, most hits filed as activators | murine LDR cells, GFP reporter derepression, 30 h | AID 1865; also: % of control where 0% means no effect; nearly all actives have a fitted effect of over 60% in size
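GFP-positive cell count by laser-scanning cytometry (objects 20–120 um) after 30 h, 37 C compound exposure of murine LDR cells; reporter is CMV-GFP integrated at a silenced locus, inducible by HDAC or DNMT inhibitors.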
IMPase Li inh: membrane-permeable IMPase blocker, potentiated with lithium. Potency, µM (doses to about 59.4 µM), without a hit: top-dose activity, negative = IMPase inhibition, usual class: inhibitors. hit rate 0.35% among 210,000. CHO-M1 cells, IP1 TR-FRET (IP-One), carbachol + lithium;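 also: IP1 builds up when IMPase is blocked and the TR-FRET signal falls; plate controls were basal vehicle for no effect and high inhibitor control for full effect; nearly all actives have a fitted effect of over 50% in size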
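Test compounds were applied to CHO-M1 cells previously cultured for 16–30 h at 2000 per well. A small lithium amount accompanied them; after 30 min at 37C, IP1 was quantified by TR-FRET.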
GoLoco inh red: inhibitors of human Gai1-RGS12 GoLoco interaction (red fluorophore); P63096; Gai1:RGS12 GoLoco peptide FP, rhodamine, 10 min; Potency, µM (highest dose often 61.6 µM), for the others: top-dose activity, negative = inhibition, usual class: inhibitors; hit rate 0.44% among 230,000; active = well fitted inhibition curve with a large enough effect, not every such curve was filed as active; inactive = no such curve, though single readings can be large or run the other way; also: % is scaled to controls: 0 for no effect and ±100 for the full control effect; nearly all actives have a fitted effect of over 30% in size; many of its hits are not listed in these tables
Target sequence (P63096 whole entry, looked up): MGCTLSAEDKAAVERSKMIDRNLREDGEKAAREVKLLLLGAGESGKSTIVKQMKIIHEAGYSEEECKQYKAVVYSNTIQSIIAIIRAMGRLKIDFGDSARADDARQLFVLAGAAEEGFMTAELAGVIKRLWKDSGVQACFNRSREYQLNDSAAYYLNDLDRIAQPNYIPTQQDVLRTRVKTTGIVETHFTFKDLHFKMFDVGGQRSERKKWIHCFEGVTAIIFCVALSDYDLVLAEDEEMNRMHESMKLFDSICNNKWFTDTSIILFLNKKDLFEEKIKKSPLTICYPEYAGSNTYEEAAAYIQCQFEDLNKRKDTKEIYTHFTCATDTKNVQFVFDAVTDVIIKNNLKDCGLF
RECQ1 inh: blocks DNA unwinding by human RECQ1. P46063. RECQ1 DNA unwinding, red fluorescence kinetic read. Potency, µM (series often up to 57.3 µM), without a hit: at the top dose activity, negative = inhibition, actives largely listed as inhibitors. hit rate 0.54% among 240,000. AID 2549;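 also: plate controls were vehicle for no effect and no enzyme for full effect; nearly all actives have a fitted effect of over 30% in size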
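50 nM RECQ1T1 preincubated 15 min with compound in Tris pH 8.0 buffer with MgCl2, DTT, Tween-20 and 2.5 ug/ml poly(dI-dC); started with 200 nM TAMRA/BHQ-2 forked duplex and 2 mM ATP. Unwinding read as fluorescence (525/598 nm), two reads 2 h apart.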
Active calls of the source: *; i = inactive; u = inconclusive; x = not tested or not shown; & = joins results of further samples; [ ] = dose if it differs, or a comment. Unless noted, calls follow the shape of the dose curve; as a rule, active = well fitted curve in the direction sought with a large enough effect; inconclusive = small, poorly fitted or top-dose-only effect, or another doubt; inactive = no such curve, though single readings can be large; an effect the other way counts as inactive or inconclusive. Potency is read from the fitted curve at half-maximal effect.

SMILES | KinaseGlo FLuc | NPSR antag | SMN2 splice enh | KDM4E inh | Epigenetic reg | IMPase Li inh | GoLoco inh red | RECQ1 inh
N#Cc1c(N)n(CCCN2CCOCC2)c2nc3ccccc3nc12 | -3% | -2%[46.1 µM] | -17% | u | 0.0% | -4%[38.3 µM] | 7% | 1%
Cc1ccc(NC(=O)CCC(=O)NNC(=O)COc2ccccc2)cc1C | 1% | 10% | -1% | 7% | 0.9% | 0% | -3% | 3%
Cc1cc(NC2CCCCC2)n2c(n1)nc1ccccc12 | 1% | -18% | -11% | u | 0.0% | -2% | 11% | 3%
CCCCCCCCCCCCCCC(F)C(=O)O (stereo unspecified) | -1% | x | -5%&20% | -2% | 0.0%&1.1% | -7%&15% | -10%&0% | i
COc1ccc(/C(C)=N/Nc2ccc(C(=O)O)cc2)cc1OC | 2% | -22% | u | 6% | -0.9% | 38%[activator] | -17% | 0%
COc1ccc(C2CC(c3ccccc3)=NN2C(=O)CSc2ncccn2)cc1 (stereo unspecified) | -11% | -35% | -59%[inhibitor] | 6% | -1.1% | 5% | -23% | 8%
Nc1sc(-c2ccccc2)cc1-c1n[nH]c(=S)n1C1CCCCC1 | x | u | x | -27% | 11% | x | 8% | i
COCc1nnc(NC(=O)CCCOc2ccccc2OC)s1 | x | -9%[46.1 µM] | x | 2% | -4.3% | x | x | 0%
COc1ccc(C(=O)SC2=NCCS2)cc1OC | x | -2%[46.1 µM] | x | 0% | -5.1% | x | x | -9%
O=c1[nH]c(CN2CCN(Cc3ccc4c(c3)OCO4)CC2)nc2sc3c(c12)CCC3 | -4% | -4%[46.1 µM] | 24% | 1% | 0.0% | 16%[38.3 µM] | 3% | i
CC1CC(=O)C2=C(C1)Nc1ccccc1N(C(=O)COc1ccccc1)C2c1ccco1 (stereo unspecified) | 3% | -9%[46.1 µM] | 27% | -6% | -1.0% | 15%[38.3 µM] | 0% | -1%
Cc1ccc(NC2=C/C(=N\S(=O)(=O)c3cccs3)c3ccccc3C2=O)c(C)c1 | -14% | 4µM* | -98%[inhibitor] | -2% | -1.0% | 28% | 10% | -3%
Cc1sc2nc(Cc3ccccc3)[nH]c(=O)c2c1-c1ccccc1 | 3% | -30% | -5% | 7% | 1.1% | u | 0% | 1%
O=C(NCc1nnc(SCc2ccc(C(F)(F)F)cc2)n1-c1ccccc1)C12CC3CC(CC(C3)C1)C2 | 4% | u | -25% | 6% | 5.9% | 13% | -17% | 0%
CCOc1ccccc1NC(=O)Nc1cc(C(=O)O)ccc1C | 3% | 6% | 0% | -15% | 16% | 4% | 9% | 5%
CCCN(Cc1ccccc1)C(=S)Nc1ccc(F)cc1 | 0% | -36% | -23% | 0% | -0.1% | -1% | -2% | i
COC(=O)[C@H](Cc1ccccc1)NC(=O)NCc1ccccc1 | x | 6% | x | -2% | -2.8% | x | -2% | -6%
Cc1ccc(S(=O)(=O)N2CCN(C(=S)NCCc3ccccc3)CC2)cc1 | -2% | 10% | 12% | 2% | 2.5% | -6% | 10% | -16%
Cc1cc(Nc2ccc3c(c2)OCCO3)n2ncnc2n1 | 9% | -12%[46.1 µM] | 0% | 2% | -1.1% | -5%[38.3 µM] | 4% | -13%
O=C(Nc1nc(-c2ccccc2)cs1)C1CCCO1 (stereo unspecified) | 1% | -2%[46.1 µM] | u | 3% | 0.0% | 12%[38.3 µM] | -7% | -2%
Cn1c(SCC(=O)NCc2cccs2)nnc1-c1ccco1 | -2% | 10%[46.1 µM] | u | 8% | 1.1% | 22%[38.3 µM] | 9% | 0%
COc1cc(C2NC(=O)NC(c3ccccc3)=C2C(C)=O)ccc1OCC(=O)O (stereo unspecified) | 5% | -6%[46.1 µM] | u | 7% | 2.2% | -7%[38.3 µM] | 1% | -6%
OCCSc1nc2ccccc2n1CCOc1ccccc1 | -3% | 2%[46.1 µM] | -30% | 5% | 0.0% | 4%[38.3 µM] | 15% | 7%
O=C(c1ccc(F)cc1F)N1CCN(c2ncccn2)CC1 | -2% | -4%[46.1 µM] | -1% | u | -0.3% | -1%[38.3 µM] | 2% | -4%
O=c1nc(-c2ccccc2)n(-c2ccc(Cl)cc2)[nH]1 | 1% | 0% | -1% | u | 1.0% | -9% | -8% | 9%
CCOc1ccc(-n2c(=S)sc3c(=O)[nH]c(SCC(=O)C(C)(C)C)nc32)cc1 | -1% | u | -59%[inhibitor] | -1% | 2.3% | 11% | -1% | 13%
Cn1cnc([N+](=O)[O-])c1SCC(=O)NN | x | 23% | x | -20% | 0.0% | x | -8% | -2%
COc1ccc(-c2nc(CN3CCCCC3CCc3ccccn3)c(C)o2)cc1 (stereo unspecified) | -1% | -18% | -2% | -6% | 0.2% | 32%[activator] | 6% | i
CC(C)(C)n1nc2c(c1NC(=O)c1cc3ccccc3o1)CSC2 | -3% | -36% | -22% | 1% | -0.5% | -5% | 3% | -7%
CC1=CC(C)=Nc2ccccc2N1 | -21% | 8%[46.1 µM] | -6% | -7% | -3.0% | -7%[38.3 µM] | 0% | -3%

Some values from above.
O=C(Nc1nc(-c2ccccc2)cs1)C1CCCO1 (stereo unspecified) in KDM4E inh is listed with 3%
O=c1nc(-c2ccccc2)n(-c2ccc(Cl)cc2)[nH]1 in GoLoco inh red is listed with -8%

Continued:
SMILES | KinaseGlo FLuc | NPSR antag | SMN2 splice enh | KDM4E inh | Epigenetic reg | IMPase Li inh | GoLoco inh red | RECQ1 inh
COc1cc(-c2nc3ccc4ccccc4c3c3c2CCC3)ccc1O | 0% | -8% | -11% | 7% | 0.0% | 6% | -7% | 2%
O=C(O)C1C2C=CC(C3CC23)C1C(=O)N1CCc2ccccc21 (stereo unspecified) | x | 29%[46.1 µM] | x | -7% | -1.0% | x | x | -3%
O=C(CN1CCN(c2ccc(F)cc2)CC1)Nc1cc(C(F)(F)F)ccc1Cl | 1% | -17%[46.1 µM] | -5% | -4% | 0.0% | -9% | 9% | -4%
CCn1cc(C(=O)OCC(=O)NCc2ccc3c(c2)OCO3)c(=O)c2ccc(C)nc21 | -3% | -5%[46.1 µM] | x | 2% | -1.0% | 15%[38.3 µM] | -22% | -1%
CCCCCCn1c(SCC(=O)OC)nc2c1c(=O)[nH]c(=O)n2C | 0% | -12%[46.1 µM] | -3% | 2% | 0.0% | 24%[38.3 µM] | -12% | -11%
O=C(c1ccco1)N1CCN(C(=O)C2c3ccccc3Oc3ccccc32)CC1 | -3% | -15%[46.1 µM] | u | 7% | 3.3% | 32%[activator][38.3 µM] | -7% | -6%
CCN1C(=O)NC(c2cccnc2)C(C(=O)OC)=C1C (stereo unspecified) | 1% | 0%[46.1 µM] | 12% | 7% | 0.0% | 10%[38.3 µM] | 13% | -6%
O=[N+]([O-])c1cccc(NC(=S)N2CCOCC2)c1 | 3% | 10% | -14% | -3% | -0.5% | 5% | 13% | i
Cc1cc(NC(=O)CSc2nc(-c3ccc(Cl)cc3)cs2)no1 | 5% | -3%[46.1 µM] | -4% | 2% | 0.0% | 11% | 6% | -5%
O=[N+]([O-])c1ccc(Cl)c(/C=N/N2CCN(Cc3ccc(Cl)cc3)CC2)c1 | -1% | -12%[46.1 µM] | -18% | 3% | -1.4% | 27%[38.3 µM] | 17% | -1%
Cc1cc(NS(=O)(=O)c2ccc(C3CCCCC3)cc2)no1 | -3% | 9%[46.1 µM] | -12% | 10% | -2.8% | -1%[38.3 µM] | -3% | i
CC(=O)c1ccc(-c2nc3c4ccccc4ccn3c2C(C)=O)o1 | -1% | -10%[46.1 µM] | -31%[inhibitor] | u | 4.2% | -17%[38.3 µM] | 14% | i
Cc1nn(Cc2cccc3ccccc23)c(C)c1NC(=O)c1cccnc1 | 4% | 8% | 6% | -4% | -6.1% | 13% | 12% | 6%
CCOc1ccc(C(C)NC(=O)CCC(=O)O)cc1 (stereo unspecified) | 0% | 3%[46.1 µM] | 9% | -2% | -5.7% | -3%[38.3 µM] | 0% | 0%
Cn1c(Cc2cccs2)nnc1SCC(=O)N1CCc2ccccc21 | 4% | -14%[46.1 µM] | 10% | -1% | -1.1% | 8%[38.3 µM] | 4% | 8%
COc1cccc2cc(C(=O)N3CCN(c4ccccc4F)CC3)c(=O)oc12 | -2% | -8%[46.1 µM] | 2% | -6% | 0.0% | 14%[38.3 µM] | 2% | i
C[n+]1nc(Nc2cccc(F)c2)sc1-c1ccc(C(=O)O)cc1 | x | -5% | x | -26% | 2.9% | x | -8% | 6%
CCCOc1ccc(C(=O)NCC(c2cccs2)N(C)C)cc1 (stereo unspecified) | 5% | 3% | -6% | 5% | 0.1% | 13% | 0% | -2%
O=C(c1cccc(S(=O)(=O)N2CCOCC2)c1)N1CCOCC1 | 1% | -2%[46.1 µM] | -21% | 8% | -1.7% | 1%[38.3 µM] | 0% | u
CC(C)(C)c1ccc(-c2nnc(SCCC#N)n2C2CCCC2)cc1 | -2% | -27%[46.1 µM] | -41%[inhibitor] | -1% | 0.0% | 47%[activator][38.3 µM] | -11% | 14µM*
C#CCN1C(=O)S/C(=C/C=C/c2ccc(N(C)C)cc2)C1=O | -23% | -17% | 7.1µM* | -17% | 3.4% | 1% | -85% | 25µM*
S=c1nc[nH]c2c1ncn2Cc1ccco1 | -5%[7.66 µM] | x | -6%[9.22 µM] | x | x | 2% | -9%[14.2 µM] | x
O=C(C[n+]1ccsc1)c1ccccc1 | 2% | 10% | 2% | -2% | -1.1% | 1% | 4% | 5%
CC(C(=O)NCCS(=O)(=O)c1ccc(Cl)cc1)S(=O)(=O)c1ccc(Cl)cc1 (stereo unspecified) | 0% | -2% | 1% | 8% | -0.4% | 8% | 3% | 7%
Cc1cc(C)n(CCN(C)c2nc3nonc3nc2N2CCCCC2)n1 | 0% | -11% | x | -5% | -1.4% | 4% | 0% | i
CC(C)(C)NCc1ccc(OCc2cccs2)cc1 | -4% | 11% | -2% | 4% | 0.2% | 8% | 1% | 8%
COc1cccc(C(=O)NCCSc2ccc(C)cc2)c1 | 1% | 33% | -23% | -4% | -1.0% | -11% | -29% | -6%
CSC1=C(C#N)C(c2ccc3c(c2)OCO3)C2=C(CCCC2=O)N1 (stereo unspecified) | 2% | -19%[46.1 µM] | 1% | 6% | -1.0% | -1% | -3% | 1%

Screening data: PubChem, National Center for Advancing Translational Sciences (NCATS)

The list is partial (hit frequency here may not be typical).
